Source: PubChem BioAssay (several laboratories)
HDAC3 inh: blocks human histone deacetylase 3; recombinant HDAC3, fluorogenic peptide/trypsin coupled, fluorescence; inhibition, % at 8.3 µM; 0.15% of 320,000 active; in the data active = inhibition above about 26%, passing the limit was not always enough; inconclusive = no clear call, values can overlap the other calls
GSK3B inh: human GSK3beta kinase inhibition | P49841 | GST-GSK3beta kinase, ADP-Glo luminescence, 60 min; hits give low values | activity score (negative = inhibition), % at 10 µM | 0.038% of 300,000 active;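 active = more than half of replicate wells score below -50%, meaning over 50% inhibition versus plate controls; inconclusive = some replicates but at most half score below -50%; inactive = no replicate scores below -50%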;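 also: 0% = median DMSO wells and -100% = median GW8510 positive control wells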
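Test system: GST-fused GSK3beta enzyme, cell-free | Quantity: 1.6 ng GST-GSK3beta enzyme per well | Reagent: 25 µM ATP with peptide substrate | Schedule: 60 min enzyme reaction, room temperature | Signal: Luminescent ADP-Glo measurement of ADP formed | Read-out basis: Score relative to plate controls | Control set: DMSO and 20 µM GW8510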
hERG rescue: hERG (human) protection from proarrhythmic block; activation (rescue from dofetilide block), less the hit threshold, % at 10 µM; Q12809; 0.51% of 310,000 active; AID 1511; CHO-hERG, FluxOR thallium flux, dofetilide IC70 present;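 active = activation above the mean of controls blocked by dofetilide plus 5 SD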;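 also: thallium influx through hERG after potassium depolarization seen as dye fluorescence rise; in these data hits start at about 4.7%; inactives centre near -7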
KCNK9 inh: human KCNK9 channel inhibition; Q9NPC2; HEK293 KCNK9, FluxOR thallium flux fluorescence; hits give low values; B-score at 10 µM; 1.2% of 310,000 active;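 active = ratio B-score over 3 SD below the library mean, with starting fluorescence within 5 SD of its mean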;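 also: negative B-score means less thallium flux so channel inhibition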
GSK3A inh: inhibitors of human GSK-3 alpha kinase; P49840; ADP-Glo luminescence, 60 min; inhibition, % at 10 µM; 0.1% of 320,000 active;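 in the data active = inhibition above about 50%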;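 also: GST-tagged GSK-3 alpha with peptide substrate and 25 µM ATP; 0% = DMSO neutral wells and 100% = GW8510 positive control wells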
KCNQ1 block: blocks the human KCNQ1 potassium channel; CHO-K1 KCNQ1, FluxOR thallium flux fluorescence; hits give high values; 1.3% of 310,000 active; AID 2642; B-score at 10 µM;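 active = compounds whose thallium flux B-score, printed positive for inhibition, exceeds three library SD while starting fluorescence stays within three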;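 also: channel opened by potassium depolarization with thallium stimulus after 20 min compound exposure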
Target sequence (P51787 whole entry, looked up): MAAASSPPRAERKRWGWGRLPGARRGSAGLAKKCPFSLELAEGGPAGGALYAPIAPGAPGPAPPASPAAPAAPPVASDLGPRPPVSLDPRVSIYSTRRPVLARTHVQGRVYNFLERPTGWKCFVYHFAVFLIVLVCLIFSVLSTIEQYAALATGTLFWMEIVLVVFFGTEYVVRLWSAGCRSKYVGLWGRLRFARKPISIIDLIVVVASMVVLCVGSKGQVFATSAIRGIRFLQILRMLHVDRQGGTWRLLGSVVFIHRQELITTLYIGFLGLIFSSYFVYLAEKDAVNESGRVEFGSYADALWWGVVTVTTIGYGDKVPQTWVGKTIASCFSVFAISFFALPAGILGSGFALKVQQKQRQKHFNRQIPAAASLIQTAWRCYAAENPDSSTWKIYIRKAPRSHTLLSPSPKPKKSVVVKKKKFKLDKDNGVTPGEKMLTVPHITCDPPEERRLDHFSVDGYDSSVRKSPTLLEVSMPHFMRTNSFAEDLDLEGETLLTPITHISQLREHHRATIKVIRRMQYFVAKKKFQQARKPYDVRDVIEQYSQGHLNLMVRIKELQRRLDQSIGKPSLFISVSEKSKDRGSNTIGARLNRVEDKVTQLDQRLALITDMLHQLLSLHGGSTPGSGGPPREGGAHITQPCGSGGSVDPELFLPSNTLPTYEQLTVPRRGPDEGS
RGS4 pot: RGS4 potentiation or activation; HEK293 M3R/inducible RGS4, carbachol calcium flux Fluo4; hits give low values; B-score at 10 µM; 0.92% of 310,000 active;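 active = B-score of the integrated calcium signal more than 4 SD below the library mean, with starting fluorescence not abnormally high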;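 also: negative B-score means reduced calcium response which marks RGS4 activation or potentiation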
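System – HEK293 FlpIn-TREx cells, stable M3R, doxycycline-inducible RGS4 · Reagent – ECmax carbachol challenge · Times – compound preincubation 20 min at room temperature before agonist · Technique – Fluo4 fluorescence kinetic imaging of calcium · Measure – B score of integrated Fluo4 ratio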
Dyrk1A ADPGlo: Dyrk1A (rat) kinase inhibition. Q63470. ADP-Glo luminescence, NFATc1 peptide. inhibition, % at 12.5 µM. 0.43% of 310,000 active; in the data active = inhibition above about 50%;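 also: plate controls were vehicle with enzyme for no effect and no enzyme for full effect; many of its hits are not listed in these tables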
KCNK3 inh: human KCNK3 channel inhibition, primary screen. O14649. CHO-KCNK3 thallium flux, FluxOR fluorescence; hits give low values. B-score at 10 µM. 0.84% of 340,000 active. AID 602410;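 active = B-score under library mean minus 4 SD, starting fluorescence ratio at most library mean plus 5 SD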;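 also: more negative B-score means stronger inhibition of thallium flux through KCNK3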
Target sequence (O14649 whole entry, looked up): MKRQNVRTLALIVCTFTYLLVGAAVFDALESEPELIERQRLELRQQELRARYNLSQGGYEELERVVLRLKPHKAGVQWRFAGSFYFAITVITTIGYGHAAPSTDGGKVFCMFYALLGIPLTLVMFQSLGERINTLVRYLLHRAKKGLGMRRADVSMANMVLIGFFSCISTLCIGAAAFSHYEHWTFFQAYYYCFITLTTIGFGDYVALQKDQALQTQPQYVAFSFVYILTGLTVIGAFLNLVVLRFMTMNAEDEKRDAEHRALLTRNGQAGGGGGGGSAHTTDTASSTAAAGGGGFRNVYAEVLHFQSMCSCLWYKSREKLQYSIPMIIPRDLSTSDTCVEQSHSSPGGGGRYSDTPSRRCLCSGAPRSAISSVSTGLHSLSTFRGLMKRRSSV
KCNQ1 pot: potentiates or activates the human KCNQ1 potassium channel | P51787 | B-score at 10 µM | CHO-K1 KCNQ1, thallium flux FluxOR fluorescence; hits give high values | 0.35% of 310,000 active;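 active = fluorescence ratio B-score, a plate-corrected score, at least three library SD, with initial intensity B-score within 5 SD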
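System: CHO-K1 cells stably expressing KCNQ1 / Medium: assay buffer for compound exposure, DMSO matched across wells / Reagent: thallium- and potassium-containing depolarizing buffer / Compound: one concentration, matched DMSO / Incubation: 20 min compound pretreatment at room temperature / Measured by: kinetic FluxOR fluorescence, 10 s baseline plus 110 s post-stimulus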
PolyA inh: yeast polyadenylation inhibition. AID 1875. 0.02% of 300,000 active. calls only at 12 µM. S. cerevisiae SKY197-pL101 polyadenylation reporter, beta-gal luminescence; efflux-impaired pdr1/pdr3 knockout yeast; score 100 = 6 SD above DMSO;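 active = lowest replicate activity score at least 50, where 100 means six control SD above control mean; inconclusive = lowest score under 50 but half or more replicates reach 50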;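 also: yeast exposed to compound for 9 h at 30 °C; higher score means more reporter readthrough which indicates perturbed polyadenylation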
* marks the source's active call; other numbers are inactive results; i = inactive; ? = inconclusive; . = no result given. This is a subset; rates above refer to the full screens.

SMILES,HDAC3 inh,GSK3B inh,hERG rescue,KCNK9 inh,GSK3A inh,KCNQ1 block,RGS4 pot,Dyrk1A ADPGlo,KCNK3 inh,KCNQ1 pot,PolyA inh
N#Cc1ccc(Oc2ccc(-c3nc4ccccc4nc3-c3ccccc3)cc2)cc1C#N,-1,-2,-13,i,-1,i,i,-7,i,i,i
CCn1c(SCC(=O)OC)nnc1-c1ccc(C)cc1,0,1,-10,i,0,i,i,-8,i,i,i
COc1ccc(S(=O)(=O)N(CCN2CCOCC2)Cc2cc(OC)ccc2OC)cc1,-2,0,-4,i,4,i,i,0,i,i,i
O=C(Nc1c(F)cccc1F)c1cnc(N2CCN(c3ccccn3)CC2)c2ccccc12,7,-2,-14,i,2,i,i,-4,i,i,i
O=C(Nc1ccc(Cl)cc1)Nc1nnc(SCc2ccccc2)s1,-6,-1,-10,i,0,6*,i,32,i,i,i
O=C(Nc1ncc2c(n1)-c1ccccc1CC2)C1CC1,-5,-3,-10,i,0,i,i,17,i,i,i
COc1cc(/C=N\NC(=O)CNC(=O)c2cccc([N+](=O)[O-])c2)ccc1O,3,2,-8,i,1,i,i,4,i,i,i
C#C[C@]1(O)CC[C@H]2[C@@H]3CCC4=Cc5oncc5C[C@]4(C)[C@H]3CC[C@@]21C,14,1,-6,i,-1,i,i,14,i,i,i
CC1Cc2ccccc2N1C(=O)c1nn(C)cc1Br (configuration not stated),1,2,-2,i,0,i,i,-1,i,i,i
Cc1ccc(C(=O)NN2C(=O)C3C4c5ccccc5C(c5ccccc54)[C@@H]3C2=O)cc1 (some centres not stated),0,-2,-3,i,-2,i,i,-4,i,i,i
Cc1cccc(NC(=O)CSCC(=O)Nc2ccccc2N2CCCCC2)c1,16,2,-9,i,-2,i,i,-10,i,i,i
COC(=O)c1ccccc1NC(=O)c1ccc2nccnc2c1,-2,-1,-12,i,-1,i,i,.,i,i,i
O=C1CC(C(=O)Nc2ccccc2)C2(CCCC2)O1 (configuration not stated),7,1,-2,i,-2,i,i,-3,i,i,i
COc1ccc2c(C)cc(=S)[nH]c2c1,.,2,-8,i,.,i,i,5,i,i,i
CCCCNC(=O)c1onc(CSc2nc3ccccc3[nH]2)c1C(=O)NCCCC,6,2,2,i,-6,i,i,-4,i,i,i

The list goes on.
SMILES,HDAC3 inh,GSK3B inh,hERG rescue,KCNK9 inh,GSK3A inh,KCNQ1 block,RGS4 pot,Dyrk1A ADPGlo,KCNK3 inh,KCNQ1 pot,PolyA inh
O=C(CN1C(=O)CS/C1=C\c1nc(-c2ccc(Cl)cc2)cs1)Nc1cccnc1Cl,-1,3,-3,i,3,i,i,-1,i,i,i
Cc1ccc(C(=O)Nc2cccnc2N2CCN(C)CC2)cc1,2,2,2,i,-1,i,i,-11,i,i,i
Cc1ccccc1-n1c(SCC(=O)O)nc2sc3c(c2c1=O)CCCC3,-1,3,-8,i,-5,i,i,0,i,i,i
N#Cc1cccnc1N1CCN(C(=O)COCC(=O)O)CC1,-9,5,-10,i,-1,i,i,-9,i,i,i
CCC1(C)Cc2c(C#N)c(N)sc(=S)c2CO1 (configuration not stated),-9,0,-7,i,3,i,i,6,i,i,i
COc1ccc(C(=O)Nc2ccc(O)cc2C(=O)O)cc1,1,2,1,i,1,i,i,-3,i,i,i
OCc1ccc(N=Nc2ccccc2)cc1,6,-1,-3,i,1,i,i,8,i,i,i
Cc1ncc(CO)c2c1Oc1nc(-c3ccccc3)nc(SCC(=O)N3CCOCC3)c1C2,-8,1,-26,i,0,i,i,3,i,i,i
NC(=O)C(c1ccccn1)c1ncc(C(F)(F)F)cc1Cl (configuration not stated),-9,-3,-12,i,-1,i,i,-4,i,i,i
COc1ccc2c(-c3ccccc3)cc3nnnn3c2c1,0,4,-4,i,-4,i,i,.,i,i,i
O=C(C1Cc2ccccc2CN1S(=O)(=O)c1ccc(F)cc1)N1CCCCCC1 (configuration not stated),-7,-1,-12,i,1,i,i,1,i,i,i
COc1ccc(C(=O)NCc2cccnc2)cc1S(=O)(=O)N1CCCc2ccccc21,5,4,-12,i,-1,i,i,-9,i,i,i
COc1ccccc1NS(=O)(=O)c1cn(C)cn1,1,1,-2,i,-1,i,i,-4,i,i,i
COc1ccc(-c2noc(N3CCC(C(=O)Nc4ccc(F)cc4)CC3)n2)cc1,.,2,-9,i,-1,i,i,0,i,i,i
O=C(N1CCN(CCO)CC1)N1c2ccccc2C=Cc2ccccc21,3,1,-8,i,5,i,i,-7,i,i,i

(further entries)
SMILES,HDAC3 inh,GSK3B inh,hERG rescue,KCNK9 inh,GSK3A inh,KCNQ1 block,RGS4 pot,Dyrk1A ADPGlo,KCNK3 inh,KCNQ1 pot,PolyA inh
COc1ccccc1C1C2=C(CCCC2=O)N(CC(=O)O)C2=C1C(=O)CCC2,5,1,-2,i,10,i,i,.,i,i,i
Oc1c(C=Nc2cccc3nsnc23)ccc2ccccc12,0,-2,-10,i,7,i,i,.,.,i,i
CCS(=O)(=O)N1CCC(C(=O)N2CCN(Cc3ccccc3)CC2)CC1,1,-2,-8,i,-2,i,i,-1,i,i,i
O=C(O)CCCN1C(=O)/C(=C/C=C/c2ccco2)SC1=S,-2,2,-6,i,2,i,i,5,i,i,.
CCOC(=O)CSC1=C(C#N)C(c2ccccc2OCC)C(C#N)C(=O)N1 (configuration not stated),-1,-3,-4,i,-2,i,i,-3,i,i,i
O=C(N/C=N/OCc1ccc(Cl)cc1Cl)NOCc1c(Cl)cccc1Cl,10,-24,-4,i,2,i,i,6,i,i,i
O=C1C2C3CCC(O3)C2C(=O)N1c1cccc(O)c1 (configuration not stated),-7,-2,-5,i,-2,i,i,4,i,i,i
Cc1cccc(NC(=O)C(C)OC(=O)c2ccccc2NS(=O)(=O)c2cc(C)c(C)c([N+](=O)[O-])c2)c1 (configuration not stated),0,1,-13,i,5,9*,i,1,i,i,i
CC1CCN(C(=O)c2ccc3c(c2)NC(=O)CN3)CC1,-3,3,-4,i,-1,i,i,.,.,i,i
Cc1ccnc(NS(=O)(=O)c2ccc(NC(=O)c3oc4ccccc4c3C)cc2)n1,7,2,-4,i,2,i,i,28,i,i,i
Cc1nn(C)cc1/C=C1\CCC/C(=C\c2cn(C)nc2C)C1=O,6,-2,-6,i,2,i,i,0,i,i,i
CCOC(=O)CC(NC(=O)c1ccc(C)cc1)c1ccc(C)cc1 (configuration not stated),1,0,-9,i,-4,i,i,1,i,i,i
CCN(C(=S)Nc1ccc(C(C)=O)cc1)C1CCCCC1,-1,-2,-12,i,-3,i,i,5,i,i,i
CCCCNC(=O)CCn1c(=O)c2ccccc2n(Cc2cc(C)ccc2C)c1=O,-4,3,-11,i,-2,i,i,-6,i,i,i
Cc1ccc(-n2nc(C(=O)NCc3ccco3)c3c4ccccc4n(C)c3c2=O)cc1,-4,0,4,i,-3,i,i,-5,i,i,i

Further entries:
SMILES,HDAC3 inh,GSK3B inh,hERG rescue,KCNK9 inh,GSK3A inh,KCNQ1 block,RGS4 pot,Dyrk1A ADPGlo,KCNK3 inh,KCNQ1 pot,PolyA inh
CC(C)(C)C1CCC(OCC(O)CN2CCCC2)CC1 (configuration not stated),-3,-5,-4,i,-2,i,i,-3,i,i,i
CN(CC(=O)Nc1ccc(F)cc1)c1ccc(S(=O)(=O)N2CCCC2)cn1,1,-4,1,i,-2,i,i,.,i,i,i
CCCN1CCN(C(=O)c2nn(-c3ccc(OC)cc3)c(=O)c3c2c2ccccc2n3C)CC1,-7,0,-5,i,9,i,i,-1,i,i,i
CSc1nnc(Cn2c(=O)sc3ccccc32)n1-c1ccccc1,5,-1,-7,i,.,i,i,3,i,i,i
O=C1C(Cc2ccc(O)cc2)NC(=S)N1Cc1ccccc1 (configuration not stated),-1,1,-14,i,0,i,i,0,i,i,i
CCSc1nc(=O)n(-c2ccccc2)c(C)c1C(C)=S,3,-2,-17,i,-13,i,i,3,i,i,i
CC1=C(C(N)=O)C(c2ccccc2)n2nc(-c3cccc(C)c3)nc2N1 (configuration not stated),5,-1,-9,i,-2,i,i,-3,i,i,i
Cc1ccc(C2C(C(=O)O)c3ccccc3C(=O)N2C)c(C)c1 (configuration not stated),-6,-2,-2,i,-3,i,i,-3,i,i,i
CNC(=O)N1c2ccccc2C=Cc2ccccc21,-3,3,-10,i,-1,i,i,-2,i,i,i
CCCCN(CC(=O)Nc1c(C)cccc1CC)C(=O)SCC,-6,-1,-7,i,.,i,i,-9,i,i,i
CN(C)c1ccc(P(=O)(Nc2cccc(C(F)(F)F)c2)N2CCOCC2)c(NC(=O)c2cccs2)c1 (configuration not stated),0,-2,-1,i,0,i,i,1,i,i,.
COc1ccc(C(OCC(O)CNCCc2ccc(S(N)(=O)=O)cc2)c2ccc(OC)cc2)cc1 (configuration not stated),4,-3,-10,i,-2,i,i,0,i,i,i
Cc1c(NS(=O)(=O)c2ccc(Cl)c(C(=O)OCC(=O)NCc3ccco3)c2)c(=O)n(-c2ccccc2)n1C,-1,0,-26,i,5,i,i,-10,i,i,i
COc1ccc(S(=O)(=O)N(C)CC(=O)NCCC2=CCCCC2)cc1C,?,2,-1,i,2,i,i,-4,i,i,i
O=C(Cn1cc(C(F)(F)F)cc(Cl)c1=O)NCCc1ccccc1,.,0,-4,i,.,i,i,-5,i,i,i

(cont.)
SMILES,HDAC3 inh,GSK3B inh,hERG rescue,KCNK9 inh,GSK3A inh,KCNQ1 block,RGS4 pot,Dyrk1A ADPGlo,KCNK3 inh,KCNQ1 pot,PolyA inh
CC(=O)Nc1ccc(S(=O)(=O)N(C)CC(=O)Nc2ccccc2N2CCOCC2)cc1,2,1,-6,i,0,i,i,2,i,i,i
COc1cc(OC)c(C(=O)OCC(=O)NCCC2=CCCCC2)cc1OC,3,0,-13,i,3,i,i,-3,i,i,i
O=C1NC(c2ccccc2)=C(c2nc3ccccc3s2)C(c2ccccc2)N1 (configuration not stated),9,3,-12,i,-2,i,i,0,i,i,i
CC(C)c1nc2n[nH]c(N)c2c2c1CSC(C)(C)C2,-6,2,-2,i,0,i,i,15,i,i,i
COc1cc2c(cc1OC)-c1cc(N3CCCc4ccccc43)nc(=O)n1CC2,3,-1,3,i,6,i,i,10,i,i,i
Cc1cc(-c2n[nH]c(=S)n2Cc2ccco2)n(C)n1,2,1,-10,i,1,i,i,1,i,i,i
